FN deposit inh = fibronectin deposition inhibition. AH1F fibroblasts, Alexa488-fibronectin deposition fluorescence, overnight. inhibition, % at 12.6 µM. hit rate 0.086% among 350,000;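 active means mean inhibition across replicates of 30% or more, regardless of how many single replicates reach that level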;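 further: positive control wells lacked labelled fibronectin entirely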
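Assay system: AH1F fibroblasts assembling fluorescent fibronectin matrix; Amount: 10000 AH1F cells per well; Buffer or medium: DMEM, 2% serum; Probe or stimulus: Alexa488-fibronectin, 24 nM final in well; Doses: single compound dose, delivered by pin transfer; Incubation: 1 h adhesion, overnight exposure; Measured by: fluorescence 485/525 nm; Read-out: fibronectin deposition inhibition.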
S100A4 MyoIIA = S100A4-myosin IIA interaction inhibition; P26447; S100A4/TAMRA-MyoIIA peptide fluorescence polarization; inhibition, % at 10.7 µM; hit rate 0.14% among 360,000;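 active means mean inhibition of at least 70% across replicates, with every replicate also reaching that level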
Target sequence (P26447 whole entry, looked up): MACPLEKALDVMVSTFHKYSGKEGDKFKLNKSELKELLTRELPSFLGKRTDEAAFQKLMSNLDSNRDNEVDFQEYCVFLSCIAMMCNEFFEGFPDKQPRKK
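Material: S100A4 monomer protein | Medium: HEPES pH 7.2 with CaCl2, KCl, NaCl, DTT, Triton | Reagent: Labelled myosin peptide probe, 5 nM | Doses: One dose per compound | Times: 5 min incubation before reading | Benchmarks: Neutral control DMSO, positive control TFP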
esBAF inh = blocks esBAF chromatin remodeling in mouse ES cells | Bmi1-luciferase knock-in reporter, 24 h; 100% = twice the neutral-well signal | reporter increase, % at 12.5 µM | hit rate 2% among 350,000 | AID 602393; in the data active means activation above about 40%;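 further: 0% = median of the plate's neutral control wells and 100% = double that signal; a rise in the Bmi1 reporter signal indicates esBAF inhibition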
SIRT5 block = blocks human SIRT5 desuccinylation of peptide; inhibition, % at 15 µM; hit rate 1.1% among 330,000; Q9NXA8; Purified SirT5, succinyl-peptide AMC, trypsin-coupled fluorescence; in the data active means inhibition above about 15%
Target sequence (Q9NXA8 whole entry, looked up): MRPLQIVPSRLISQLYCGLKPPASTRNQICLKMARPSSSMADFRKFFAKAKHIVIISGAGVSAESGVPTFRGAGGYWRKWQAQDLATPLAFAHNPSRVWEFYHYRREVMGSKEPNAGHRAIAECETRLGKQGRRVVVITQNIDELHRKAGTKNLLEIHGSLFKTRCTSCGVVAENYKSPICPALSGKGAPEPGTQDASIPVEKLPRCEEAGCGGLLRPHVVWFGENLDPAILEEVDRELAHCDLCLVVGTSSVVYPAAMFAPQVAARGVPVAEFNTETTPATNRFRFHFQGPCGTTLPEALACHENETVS
CASP6 VEID inh = blocks human caspase-6 cleavage activity; P55212; inhibition, % at 12.5 µM; hit rate 0.53% among 350,000; purified caspase-6, Z-VEID-R110 cleavage fluorescence; AID 686996;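 active means mean inhibition across replicates at least about 35%, with every replicate also reaching that limit, limit read from the data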;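 further: 0% = median of neutral control wells and 100% = no fluorescence left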
Target sequence (P55212 24-179 limits assumed): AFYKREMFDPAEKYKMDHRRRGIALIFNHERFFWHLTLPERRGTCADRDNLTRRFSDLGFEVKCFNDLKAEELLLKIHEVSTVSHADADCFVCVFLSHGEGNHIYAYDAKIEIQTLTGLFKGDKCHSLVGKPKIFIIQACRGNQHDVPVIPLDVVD
Target sequence (P55212 194-293 limits assumed): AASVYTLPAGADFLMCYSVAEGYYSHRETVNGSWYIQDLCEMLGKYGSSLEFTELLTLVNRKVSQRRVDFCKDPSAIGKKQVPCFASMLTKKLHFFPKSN
C2C12 statin = protects C2C12 myotubes from simvastatin toxicity. ATP luminescence, 48 h; scaled: DMSO 0, geranylgeraniol control 100. rescue of ATP level, % at 7.49 µM. hit rate 0.78% among 330,000;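 active means mean ATP rescue above about 67%, or every replicate alone reaching that limit, limit read from the data, passing the limit was not always enough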;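 further: myotubes were challenged with 10 µM simvastatin during compound exposure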
LGR2 inh = Drosophila LGR2 receptor signaling inhibition | AID 720647 | HEK293 LGR2, CRE-luciferase, bursicon-stimulated, 4 h | inhibition, % at 9.99 µM | hit rate 0.35% among 380,000;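 active means drop in luminescence signal, shown as inhibition above about 50% in the replicate tests, limit read from the data, passing the limit was not always enough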;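 further: agonist challenge used bursicon conditioned medium at about half maximal strength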
* = called active by the depositor; . = no result given.

[1] O=c1[nH][nH]c2c1C(C1CCCCC1)OC(C1CCCCC1)C2 (stereo not given)
[2] CCc1ccc(OCC(=O)Nc2ccc3[nH]ncc3c2)cc1
[3] CC1CCN(C(=O)c2cc(Cl)ccc2NC(=O)c2ccco2)CC1
[4] CCOC(=O)COc1ccc2ccccc2c1/C=C/[N+](=O)[O-]
[5] N#Cc1ccccc1OCC(=O)Nc1ccc(S(=O)(=O)N2CCOCC2)cc1
Compound	1	2	3	4	5
FN deposit inh	8	0	3	-4	-1
S100A4 MyoIIA	5	-9	-5	-8	1
esBAF inh	.	11	0	.	-1
SIRT5 block	-2	-1	-2	-5	.
CASP6 VEID inh	-4	-2	-2	4	0
C2C12 statin	.	3	6	.	4
LGR2 inh	28	-10	-11	105*	-7

Some values from the list.
SIRT5 block with cpd 2 : -1
SIRT5 block with cpd 4 : -5

Continued:
[6] C=CCN(CC=C)CCOc1cccc(Oc2ccccc2)c1
[7] N#C/C(=C\c1ccc(OCc2ccc(Br)cc2)cc1)C(=O)Nc1cccc(C(=O)O)c1
[8] Cn1c(=S)c2[nH]c(SCCN)nc2n(C)c1=O
[9] COc1ccc(Cc2nnc(SCc3nc4ccccc4c(=O)[nH]3)o2)cc1
[10] O=C(CSc1nnc(CNc2ccc(F)cc2)o1)N1c2ccccc2Sc2ccccc21
Compound	6	7	8	9	10
FN deposit inh	-1	-9	13	.	10
S100A4 MyoIIA	-8	-6	2	1	.
esBAF inh	.	.	-10	-2	-23
SIRT5 block	-3	2	4	-10	.
CASP6 VEID inh	-39	6	-1	0	.
C2C12 statin	.	.	-3	-24	4
LGR2 inh	10	-58	-2	7	.

[11] N#Cc1ccc(CSc2ccc(S(=O)(=O)N3CCCCCC3)cn2)cc1
[12] Cc1cccc(S(=O)(=O)N2CCCCN3[C@H](C2)[C@@H](c2ccc(-c4cccnc4)cc2)[C@@H]3CO)c1
[13] CCN(CC)C(=O)CSc1nnc(-c2cc3ccccc3cc2O)n1CC
[14] O=C(O)C[C@H]1C[C@H]2c3cc(NC(=O)NC4CCCCC4)ccc3O[C@H]2[C@@H](CO)O1
[15] COc1ccc(N2C(=O)CCC(C(=O)N3CCCCCC3)C2c2ccc(OC)c(OC)c2)cc1 (stereo not given)
Compound	11	12	13	14	15
FN deposit inh	5	.	2	-3	-12
S100A4 MyoIIA	-1	37	.	5	.
esBAF inh	-1	.	5	-5	-9
SIRT5 block	-2	-10	.	-2	.
CASP6 VEID inh	2	3	.	-1	.
C2C12 statin	-11	.	0	2	2
LGR2 inh	14	-7	.	7	.

[16] CCOC(=O)N1CCN(C(=O)C2CCN(S(=O)(=O)c3ccc(F)cc3)CC2)CC1
[17] C[C@@H]1CCCCO[C@@H](CN(C)C(=O)Nc2cccc3ccccc23)[C@H](C)CN([C@H](C)CO)C(=O)c2cc(NS(=O)(=O)c3ccc(F)cc3)ccc2O1
[18] O=C(NC(=S)Nc1ccccc1C(=O)O)c1ccc(-c2ccc(Br)cc2)o1
[19] O=C(Nc1cccc(S(=O)(=O)N2CCCCC2)c1)C1CCCC1
[20] N#CCC(=O)Nc1sc2c(c1C(N)=O)CCCC2
Compound	16	17	18	19	20
FN deposit inh	1	3	-10	-8	2
S100A4 MyoIIA	3	-3	2	6	-5
esBAF inh	4	4	23	34	-8
SIRT5 block	-7	-1	0	-1	2
CASP6 VEID inh	-2	-1	.	5	0
C2C12 statin	2	.	6	-4	2
LGR2 inh	16	-5	-28	3	.

[21] Cc1cccc(/C=N/NC(=O)Cc2cccs2)c1
[22] C[C@@H]1CN([C@@H](C)CO)C(=O)c2cc(NC(=O)Nc3ccc(F)cc3)ccc2O[C@H]1CN(C)S(=O)(=O)c1ccc(Cl)cc1
[23] CC(C)Cc1nnc(NC(=O)c2ccc3c(c2)NC(=O)C(C)S3)s1 (stereo not given)
[24] Cc1c(C(=O)N2CCc3ccccc3C2)sc2nc(-c3ccccc3)cn12
[25] COc1ccc(OC)c(/C=N/NC(=O)c2cc[n+](Cc3ccccc3)cc2)c1
Compound	21	22	23	24	25
FN deposit inh	-2	.	-10	-2	1
S100A4 MyoIIA	-6	44	-1	.	-1
esBAF inh	.	-5	.	7	.
SIRT5 block	-1	8	1	.	2
CASP6 VEID inh	0	-1	0	.	1
C2C12 statin	.	-7	.	-9	.
LGR2 inh	-34	8	5	.	15

The last 5 records of the part before lead into the next:
Each structure is followed by: FN deposit inh, S100A4 MyoIIA, esBAF inh, SIRT5 block, CASP6 VEID inh, C2C12 statin, LGR2 inh
21: Cc1cccc(/C=N/NC(=O)Cc2cccs2)c1
 : -2, -6, ., -1, 0, ., -34
22: C[C@@H]1CN([C@@H](C)CO)C(=O)c2cc(NC(=O)Nc3ccc(F)cc3)ccc2O[C@H]1CN(C)S(=O)(=O)c1ccc(Cl)cc1
 : ., 44, -5, 8, -1, -7, 8
23: CC(C)Cc1nnc(NC(=O)c2ccc3c(c2)NC(=O)C(C)S3)s1 (stereo not given)
 : -10, -1, ., 1, 0, ., 5
24: Cc1c(C(=O)N2CCc3ccccc3C2)sc2nc(-c3ccccc3)cn12
 : -2, ., 7, ., ., -9, .
25: COc1ccc(OC)c(/C=N/NC(=O)c2cc[n+](Cc3ccccc3)cc2)c1
 : 1, -1, ., 2, 1, ., 15
26: Cc1ccccc1S(=O)(=O)NC1OC(=O)C(Cl)=C1Cl (stereo not given)
 : 0, ., 4, ., ., 28, .
27: COc1ccc(OC)c(C2=NOC(C(=O)Nc3ccc4c(c3)OCCO4)C2)c1 (stereo not given)
 : -1, 10, -7, -1, 5, -2, 2
28: COc1ccc(CCN2CC(C(=O)NCCCn3nc(C)cc3C)CCC2=O)cc1 (stereo not given)
 : -11, -10, 9, -2, 3, 3, 7
29: COc1cccc(NC(=O)NC2CCCCC2C)c1 (stereo not given)
 : 0, -3, -2, -2, 2, -12, -6
30: COc1ccc(NC(=O)N(C)C[C@@H]2OCCCC[C@H](C)Oc3ccc(N(C)C)cc3C(=O)N([C@H](C)CO)C[C@H]2C)cc1
 : ., -4, 15, 1, -1, -55, -16
31: CC(CCc1ccccc1)NCc1cccc2ccccc12 (stereo not given)
 : -6, 7, -7, ., -3, 8, 4
32: COc1ccc(CCN2CCCC(CN(C)Cc3cc(OC)ccc3OC)C2)cc1 (stereo not given)
 : 5, -18, 0, -1, -15, 7, .
33: Fc1ccc(-c2nc3c(Cl)cc(C(F)(F)F)cn3c2Cc2cccc(Cl)c2)cc1
 : 5, -4, ., -8, 8, ., -7
34: Cc1cc(-c2n[nH]c(=S)n2/N=C/c2c[nH]c3ccccc23)n[nH]1
 : -8, -5, ., -1, 2, ., 0
35: COc1ccc(CCNC(=O)CNC(=O)N2CC(=O)Nc3ccccc32)cc1OC
 : -3, -12, -5, 0, -2, 14, -9
36: C[C@@H]1CN([C@@H](C)CO)C(=O)c2cc(C#CC3CCCC3)cnc2O[C@@H]1CN(C)Cc1ccncc1
 : -5, -21, -1, 3, -4, -29, 10
37: Nc1nnc(-c2ccncc2)s1
 : 3, ., -7, ., ., -5, .
38: C[C@H]1CN([C@@H](C)CO)C(=O)c2cccc(NC(=O)CCCCCC(=O)Nc3ccccc3N)c2O[C@@H]1CN(C)C(=O)Nc1ccccc1
 : ., -12, ., -3, 0, ., -4
39: CCn1cc(C(=O)N[C@@H](C)C(=O)NCCO)c(=O)c2cc3c(cc21)OCO3
 : 11, 0, -2, -1, 0, -3, -2
40: CCC(C)c1ccccc1NC(=O)COc1ccc(-n2cnnn2)cc1 (stereo not given)
 : -7, -1, 1, -8, -2, 5, -19
41: C/C(N)=C(/C#N)C(=O)COC(=O)C(c1ccccc1)c1ccccc1
 : ., 2, 6, 0, 6, 7, -27
42: CSCC[C@H](NC(=O)NCc1cccs1)C(=O)O
 : ., ., -1, ., ., -5, 1
43: Cc1cccc(C(=O)OCC(=O)N(C)CC(=O)Nc2ccc(Cl)c(C(F)(F)F)c2)c1
 : -1, 0, -4, 0, 1, 10, -5
44: C[C@H](CO)N1C[C@H](C)[C@H](CN(C)Cc2ccccc2)OCCCC[C@H](C)Oc2ccc(N(C)C)cc2C1=O
 : ., 6, -1, 1, -5, 8, 15
45: Cc1ccc(S(=O)(=O)N2CCN(CC(=O)N(CC(C)C)c3c(N)n(CC(C)C)c(=O)[nH]c3=O)CC2)c(C)c1
 : -10, 2, ., -4, 2, ., -11
46: C[C@@H]1CN([C@H](C)CO)C(=O)c2cc(N(C)C)ccc2O[C@H]1CN(C)Cc1ccc2c(c1)OCO2
 : 12, -3, -4, -3, 1, 1, 13
47: CCCOc1ccc(C(=O)NCC(C)(C)N2CCOCC2)cc1
 : -12, -5, -1, 2, 4, -10, 20
48: CCc1ccc(NC(=O)CN2CCN(c3ccc(OC)cc3)CC2)cc1
 : -15, 12, -4, 3, 0, 13, 1
49: CCOC(=O)CC1CCCCN1Cc1nc(-c2ccc(F)c(OC)c2)oc1C (stereo not given)
 : 0, ., -2, ., ., 1, -3
50: CCCN1C(=O)c2ccccc2NC1c1ccc(Cl)cc1 (stereo not given)
 : 2, -5, -3, -9, 3, 4, -8
51: COc1ccc(Cn2c(-c3ccc(OC)cc3)n[nH]c2=S)cc1
 : -1, 2, ., -2, 2, ., 3
52: CO[C@@H]1CN(C)C(=O)c2cc(NC(=O)C3CCOCC3)ccc2OC[C@@H](C)N(C(=O)c2ccccc2)C[C@H]1C
 : -17, ., 0, ., ., 8, -9
53: CC(C)C(C(=O)NCc1ccco1)N(C(=O)CNS(=O)(=O)c1ccccc1)C1CCCC1 (stereo not given)
 : ., ., -6, ., ., -1, 32
54: O=c1nccc(N/N=C/c2cccc(O)c2)[nH]1
 : -3, 2, -8, 1, 3, -12, -1
55: COc1ccccc1S(=O)(=O)Cc1ccc(C(=O)NCc2ccccc2)o1
 : 2, -2, ., 1, 0, ., 7
56: COc1cccc(C2c3cc4c(cc3OC(N3CCOCC3)C2C)OCO4)c1O (stereo not given)
 : -1, 3, ., -5, 3, ., -9
57: O=C(c1cc2ccccc2oc1=O)N1CCCCCCC1
 : 10, -1, 11, -2, -2, -5, -6
58: CCN(CC(=O)Nc1c(F)cccc1F)C(=O)CNC(=O)C1CCCCC1
 : 6, -6, 0, 1, 0, -2, 11
59: O=C(CCc1ccccc1)Nc1ccnn1C1CCN(Cc2ncc[nH]2)CC1
 : -5, -16, 1, -2, -4, 4, -4
60: O=C(CSc1ccccc1)NCC1(N2CCCCC2)CCCCC1
 : -4, -35, -3, -1, -3, -21, -8
61: COc1cc(C=NNC(=O)c2ccc(NS(=O)(=O)c3cccs3)cc2)cc(Br)c1O
 : 9, -5, 2, 7, 17, -20, 10
62: Cc1cccc(NC(=O)CSc2nnc(CNC(=O)c3ccco3)n2C)c1C
 : -8, 0, -1, -2, 0, 10, 13

Values by screen from the entries so far.
SIRT5 block, entries 56–62: -5, -2, 1, -2, -1, 7, -2

Compound profiles (already shown).
Record of `COc1cc(C=NNC(=O)c2ccc(NS(=O)(=O)c3cccs3)cc2)cc(Br)c1O` : FN deposit inh = 9; S100A4 MyoIIA = -5; esBAF inh = 2; SIRT5 block = 7; CASP6 VEID inh = 17; C2C12 statin = -20; LGR2 inh = 10
Record of `CCN(CC(=O)Nc1c(F)cccc1F)C(=O)CNC(=O)C1CCCCC1` : FN deposit inh = 6; S100A4 MyoIIA = -6; esBAF inh = 0; SIRT5 block = 1; CASP6 VEID inh = 0; C2C12 statin = -2; LGR2 inh = 11

Screening results deposited in PubChem BioAssay by Broad Institute.

Only part of the results is shown, so the mix of outcomes need not match the whole.
